Screening data: PubChem, National Center for Advancing Translational Sciences (NCATS)
RXFP1 agonist – RXFP1 (human) receptor agonism; Q9HBX9; HEK293T-RXFP1 cAMP TR-FRET, 30 min; response scale: percent of porcine relaxin response, buffer zero; Potency, µM (highest dose often 57.5 µM), for the others: at the highest dose activation, most hits filed as activators; actives 0.3% (n = 370,000); AID 2676; also: % is scaled to controls: 0 for no effect and ±100 for the full control effect; nearly all actives have a fitted effect of over 60% in size; many of its hits are not listed in these tables
Target sequence (Q9HBX9 whole entry, looked up): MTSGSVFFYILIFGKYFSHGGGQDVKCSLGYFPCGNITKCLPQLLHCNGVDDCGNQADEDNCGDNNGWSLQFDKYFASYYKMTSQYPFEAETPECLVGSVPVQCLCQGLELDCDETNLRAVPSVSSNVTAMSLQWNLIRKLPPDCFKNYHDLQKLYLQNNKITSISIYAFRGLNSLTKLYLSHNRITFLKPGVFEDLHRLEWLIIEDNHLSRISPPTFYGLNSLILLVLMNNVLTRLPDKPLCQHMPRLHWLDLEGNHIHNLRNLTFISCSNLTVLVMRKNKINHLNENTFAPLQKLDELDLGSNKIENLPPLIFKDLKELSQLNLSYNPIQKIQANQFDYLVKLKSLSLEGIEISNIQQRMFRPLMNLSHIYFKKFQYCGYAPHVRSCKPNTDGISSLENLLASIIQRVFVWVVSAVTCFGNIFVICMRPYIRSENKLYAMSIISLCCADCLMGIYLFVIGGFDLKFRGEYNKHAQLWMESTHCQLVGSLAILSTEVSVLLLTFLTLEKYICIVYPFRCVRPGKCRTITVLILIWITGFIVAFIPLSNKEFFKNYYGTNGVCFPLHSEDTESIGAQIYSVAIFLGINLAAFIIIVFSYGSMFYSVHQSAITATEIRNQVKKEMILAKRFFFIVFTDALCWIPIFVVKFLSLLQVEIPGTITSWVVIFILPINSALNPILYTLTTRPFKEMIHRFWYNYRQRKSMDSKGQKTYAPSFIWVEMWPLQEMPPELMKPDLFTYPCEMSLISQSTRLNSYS
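cAMP rise read by TR-FRET after 30 min, 37C compound exposure (up to 58 uM) in RXFP1-transfected HEK293 cells with Ro 20174 present. EC50 from Hill-equation fits, with 29 nM porcine relaxin as 100% and buffer as basal.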
ALOX12 inh – ALOX12 (human) lipoxygenase inhibition; actives 1.1% (n = 580,000); purified 12hLO, xylenol orange hydroperoxide absorbance; Potency, µM (doses to about 108 µM), for inactives: top-dose activity change, negative = inhibition, actives largely listed as inhibitors; P18054; also: % is scaled to controls: 0 for no effect and ±100 for the full control effect
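Purified human 12hLO at 150 nM in 25 mM Hepes, 0.01% Triton X-100, pH 7.0, preincubated 15 min at room temperature with compound. Reaction started with 40 uM arachidonic acid, 30 min at room temperature. Hydroperoxide measured by Fe-xylenol orange, 573/405 nm absorbance ratio.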
Vif-A3G inh – Vif-A3G binding inhibition | Q9HC16 | HeLa A3G-eYFP + Vif (tagged APOBEC3G with the HIV-1 protein that degrades it), YFP fluorescence, overnight | Potency, µM (doses to about 46.1 µM), for inactives: top-dose activity, negative = active, most hits filed as inhibitors | actives 0.076% (n = 410,000);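 also: % is scaled to controls: 0 for no effect and ±100 for the full control effect; nearly all actives have a fitted effect of over 60% in size; hits raise eYFP signal because A3G escapes Vif-driven loss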
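HeLa cells stably expressing Vif and C-terminally eYFP-tagged A3G, seeded overnight at 37 deg C, then exposed to compound by pintool overnight at 37 deg C. Rise in yellow fluorescence (Ex 488/Em 500-530, Acumen) marks blocked Vif-driven A3G degradation.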
USP1-UAF1 inh – blocks the human USP1/UAF1 deubiquitinase complex; recombinant USP1/UAF1, Ub-Rhodamine cleavage fluorescence; Potency, µM (highest dose often 57.1 µM), for the others: at the highest dose activity change, negative = inhibition, usual class: inhibitors; actives 0.23% (n = 390,000); AID 743255; also: % is scaled to controls: 0 for no effect and ±100 for the full control effect; nearly all actives have a fitted effect of over 60% in size; inactives centre near -12
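USP1/UAF1 complex at 1 nM was preincubated with compound for 15 min at room temperature, then Ub-Rho substrate (150nM final) was added. Fluorescence (480/540 nm) was read kinetically, 6 reads every 60 seconds.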
TrxR1 substrate – substrates of rat thioredoxin reductase 1; O89049; purified TrxR1 substrate turnover, NADPH consumption readout; Potency, µM (highest dose often 114 µM), without a hit: at the highest dose activity change, negative = substrate turnover; actives 0.01% (n = 390,000); AID 588456; also: % is scaled to controls: 0 for no effect and ±100 for the full control effect; nearly all actives have a fitted effect of over 50% in size
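Rat TrxR1, dispensed at 90 nM, was prereduced with 400 uM NADPH (final) for 5 min at ~22 deg C, then incubated with compound 15 min before 400 uM selenite. A first-read NADPH fluorescence drop versus no-compound background flagged substrates.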
Vif-A3F inh – inhibitors of Vif-A3F interaction; HeLa A3F-eYFP + Vif (tagged APOBEC3F with the HIV-1 protein that degrades it), YFP fluorescence increase; Potency, µM (top dose mostly 46.1 µM), inactives show at the highest dose activity, negative = active; actives 0.2% (n = 390,000); AID 602313; also: % of control where 0% means no effect; nearly all actives have a fitted effect of over 65% in size
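HeLa cells stably expressing A3F-eYFP plus Vif, plated and incubated overnight at 37 deg C, then exposed to compounds overnight at 37 deg C. Blocked degradation read as raised yellow fluorescence (Ex 488/Em 500-530).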
RGS4 inhibitor – blocks human RGS4-accelerated GTP hydrolysis; Transcreener GDP fluorescence polarization, RGS4-accelerated GTP hydrolysis; Potency, µM (titrated, usually from 114 µM), for the others: at the highest dose activity change, negative = inhibition, usual class: inhibitors; actives 0.039% (n = 390,000); AID 504845; P49798; also: % is scaled to controls: 0 for no effect and ±100 for the full control effect; nearly all actives have a fitted effect of over 75% in size; some results filed as inactive show a strong effect at the top dose
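MLSMR compounds (23 nl, pin-transferred) preincubated 10 min at room temperature with a 500nM (2x) first reagent, then RGS4 at 900nM (2x) plus Transcreener GDP mix added; fluorescence polarization (620/688 nm) read before and after 90 min at 30 °C.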
mIDH1 inhibitor – human IDH1 R132H inhibition. IDH1-R132H enzyme, NADPH consumption, diaphorase/resazurin fluorescence. O75874. Potency, µM (top dose mostly 76.6 µM), inactives show at the top dose activity change, negative = inhibition, usual class: inhibitors. actives 0.093% (n = 390,000); also: % is scaled to controls: 0 for no effect and ±100 for the full control effect; nearly all actives have a fitted effect of over 65% in size
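IDH1-R132H (0.5 ug/mL) preincubated 30 min with compound, then NADPH (0.016 mM) and alpha-KG (2 mM) added; 80 min at RT, pH 7.5. Remaining NADPH coupled via diaphorase/resazurin to fluorescence (540/590 nm); concentration-response curves normalized to no-enzyme control.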
TrxR1 inh – blocks rat thioredoxin reductase 1 | recombinant rTrxR1, NADPH fluorescence consumption, selenite substrate | Potency, µM (doses to about 114 µM), without a hit: at the highest dose activity change, negative = inhibition, usual class: inhibitors | actives 1% (n = 390,000); also: % is scaled to controls: 0 for no effect and ±100 for the full control effect; nearly all actives have a fitted effect of over 65% in size
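Rat TrxR1 (90 nM in the dispensed reagent) was pre-reduced with 400 uM NADPH for 5 min at room temperature, then incubated with compound for 15 min. After 400 uM selenite was added, NADPH fluorescence (Ex 340/Em 450 nm) was followed for 8 min.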
* marks the source's active call; other numbers are inactive results; ? = inconclusive; [ ] = another dose, or the depositor's remark. Calls follow the shape of the dose curve; as a rule, active = well fitted curve in the direction sought with a large enough effect; inconclusive = small, poorly fitted or top-dose-only effect, or another doubt; inactive = no such curve, though single readings can be large; an effect the other way counts as inactive or inconclusive. Potency is read from the fitted curve at half-maximal effect.

SMILES | RXFP1 agonist | ALOX12 inh | Vif-A3G inh | USP1-UAF1 inh | TrxR1 substrate | Vif-A3F inh | RGS4 inhibitor | mIDH1 inhibitor | TrxR1 inh
O=C1c2ccccc2C(=O)C1c1ccc(Cl)cc1 | 0.7% | -16.2% | -0.9% | -6.0% | -0.9% | -20.9% | -44.7% | 8.2% | -3.1%
Cc1cc(C)n(-c2nnc3n2N=C(c2ccccc2)CS3)n1 | -0.3% | 0.3% | -4.4% | -6.8% | 4.5% | -15.3% | 9.6% | 1.2% | 5.5%[57.1 µM]
Cc1nc2ncnn2c(C)c1Cc1cccc(F)c1 | 11.4% | 0.5% | 0.1% | -10.6% | 10.7%[57.1 µM] | 13.0% | 0.2% | 9.2% | 8.1%[57.1 µM]
CC(C)(C)c1ccc(C(=O)NC2(C(F)(F)F)NC(=O)N(CCc3ccccc3)C2=O)cc1 (stereo not given) | -6.2% | ? | -20.1% | -25.4% | -2.2% | ? | -1.7% | -10.5% | 32.8%
CCn1c(=O)c2cc(C(=O)NCCc3ccc(OC)c(OC)c3)sc2c2ccccc21 | ? | -23.6% | -8.3% | ? | 19.9% | -3.4% | -3.8% | -7.0% | 17.8%
Cc1ccc(S(=O)(=O)N(CC(=O)NCCSc2ccccn2)c2ccccc2F)cc1 | -2.8% | 0.0% | 0.1% | -18.9% | 6.9%[0.0914 µM] | -2.5% | -28.6% | -2.7% | 8.4%[57.1 µM]
CC(C)C(=O)N1CCN(c2ccccc2NC(=S)NC(=O)c2cccs2)CC1 | -0.4% | ? | -7.4% | -21.5% | 11.9% | 17.8% | -9.9% | 0.0% | 8.1%
O=C(N/N=C/c1ccc2c(c1)OCO2)c1cc(-c2ccccc2)nc2ccccc12 | 0.6% | -12.2% | -6.9% | 6.7% | -5.3% | -18.8% | -10.3% | -5.9% | 4.9%
CNC(=O)/C(=C\C=C\c1ccccc1)NC(=O)c1ccc([N+](=O)[O-])cc1 | -0.4% | 2.1% | -0.9% | -0.7% | -10.2% | -10.6% | 26.0% | 2.2% | -27.9%
Cc1ccc(NC(=O)CSCC(=O)Nc2ccc(N3CCOCC3)cc2N2CCOCC2)cc1 | 0.6% | -6.2% | 1.1% | -9.9% | -6.6% | 1.8% | -4.9% | 2.1% | -7.0%
COc1ccc(OC)c(-n2c(C)cc(C=O)c2C)c1 | -3.1% | -1.1% | -1.3% | -4.5% | -7.4% | -9.5% | 10.7% | 7.6% | 20.5%[57.1 µM]
CC(=O)N1CC(C)Sc2ccc(S(=O)(=O)NCCc3ccccc3)cc21 (stereo not given) | -2.1% | -11.2% | 2.2% | -7.9% | 4.9%[57.1 µM] | 6.6% | -24.8%[56.9 µM] | 8.5% | 0.6%[57.1 µM]
Cc1cc(C)n2nc(SC(C)C(=O)Nc3ccc(Cl)cn3)nc2n1 (stereo not given) | 1.5% | 9.9% | 0.0% | -14.5% | -0.7%[57.1 µM] | -30.0% | 9.7% | -2.0% | 7.0%[57.1 µM]
O=C(CNC(=O)c1ccc([N+](=O)[O-])cc1)N/N=C\c1ccc(OC(=O)c2ccccc2)cc1 | -0.4% | ? | 0.6% | -7.6% | 3.5% | 0.0% | ? | 4.5% | 8.3%
COc1ccc(C2=Nn3c(nnc3-c3ccccn3)SC2)cc1 | 2.5% | -10.3% | ? | -20.6% | -8.5% | -11.8% | -7.2% | 2.4% | -15.2%
COC(=O)/C(C(C)=O)=C(\C=C\N(C)C)N(C)C | 0.7% | -8.3%[57.4 µM] | -2.9% | ? | -11.1% | -5.3% | -4.0% | 2.2% | -20.0%
CCOC(=O)C1CCN(C(=O)CCc2ccc(S(=O)(=O)NC(C)C)cc2)CC1 | -1.2% | 4.7% | 2.2% | -15.2% | -4.8% | 2.7% | -1.3% | -13.7% | 16.2%
Cc1ccc(-n2nc3c(=O)n(CC(=O)NCc4cccs4)nc(C)c3c2C)cc1 | 6.6% | -8.4% | -2.4% | -15.5% | 10.4% | 1.6% | 19.7%[11.4 µM] | -5.3% | 23.6%

Grouped by structure, the entries above containing a nitro group on carbon.
SMILES | RXFP1 agonist | ALOX12 inh | Vif-A3G inh | USP1-UAF1 inh | TrxR1 substrate | Vif-A3F inh | RGS4 inhibitor | mIDH1 inhibitor | TrxR1 inh
CNC(=O)/C(=C\C=C\c1ccccc1)NC(=O)c1ccc([N+](=O)[O-])cc1 | -0.4% | 2.1% | -0.9% | -0.7% | -10.2% | -10.6% | 26.0% | 2.2% | -27.9%
O=C(CNC(=O)c1ccc([N+](=O)[O-])cc1)N/N=C\c1ccc(OC(=O)c2ccccc2)cc1 | -0.4% | ? | 0.6% | -7.6% | 3.5% | 0.0% | ? | 4.5% | 8.3%

5 entries picked at random from those above:
SMILES | RXFP1 agonist | ALOX12 inh | Vif-A3G inh | USP1-UAF1 inh | TrxR1 substrate | Vif-A3F inh | RGS4 inhibitor | mIDH1 inhibitor | TrxR1 inh
O=C(CNC(=O)c1ccc([N+](=O)[O-])cc1)N/N=C\c1ccc(OC(=O)c2ccccc2)cc1 | -0.4% | ? | 0.6% | -7.6% | 3.5% | 0.0% | ? | 4.5% | 8.3%
O=C1c2ccccc2C(=O)C1c1ccc(Cl)cc1 | 0.7% | -16.2% | -0.9% | -6.0% | -0.9% | -20.9% | -44.7% | 8.2% | -3.1%
COc1ccc(C2=Nn3c(nnc3-c3ccccn3)SC2)cc1 | 2.5% | -10.3% | ? | -20.6% | -8.5% | -11.8% | -7.2% | 2.4% | -15.2%
CC(=O)N1CC(C)Sc2ccc(S(=O)(=O)NCCc3ccccc3)cc21 (stereo not given) | -2.1% | -11.2% | 2.2% | -7.9% | 4.9%[57.1 µM] | 6.6% | -24.8%[56.9 µM] | 8.5% | 0.6%[57.1 µM]
COC(=O)/C(C(C)=O)=C(\C=C\N(C)C)N(C)C | 0.7% | -8.3%[57.4 µM] | -2.9% | ? | -11.1% | -5.3% | -4.0% | 2.2% | -20.0%

This is a subset; rates above refer to the full screens.
